# HepG2 tox = HepG2 cytotoxicity, counter-screen for TGF-b inhibitors; HepG2 CAGA-GFP viability, ATP luminescence, 18 h; Potency, µM (top dose mostly 46.1 µM), for the others: at the highest dose activity change, negative = cytotoxicity, actives largely listed as cytotoxic; 0.76% of 410,000 active; AID 588856; also: some results filed as inactive show a strong effect at the top dose
#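 HepG2 CAGA-GFP cells (1000/well, DMEM with 1% FBS) received compound, then TGF-beta at 500 pg/mL final, and were incubated 18 hours at 37 degrees C. Viability was read by CellTiter-Glo luminescence. Media-only wells were set as complete cell-killing and DMSO as no toxicity.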
# TGFb inhibitor = inhibitors of TGF-b signaling; Potency, µM (highest dose often 46.1 µM), for inactives: top-dose activity, negative = inhibition, most hits filed as inhibitors; 1.2% of 410,000 active; AID 588855; HepG2 CAGA-GFP TGF-b/SMAD3 reporter, GFP fluorescence, 18 h; TGF-beta stimulated, 500 pg/mL final; also: % is scaled to controls: 0 for no effect and ±100 for the full control effect; nearly all actives have a fitted effect of over 65% in size
#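 HEPG2 CAGA-GFP cells (1000/well, DMEM with 1% FBS) were pre-incubated 2 h at 37 degrees C, given compound by pin tool, then stimulated with TGF-beta at 500 pg/mL final for 18 h before per-cell GFP fluorescence imaging.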
# Nrf2 ARE act = activates Nrf2 signaling; Potency, µM (titrated, usually from 46.1 µM), for the others: at the highest dose activation, most hits filed as activators; 0.31% of 410,000 active; AREc32 ARE-luciferase reporter (MCF7-derived line), luminescence, 24 h; also: % of control where 0% means no effect; nearly all actives have a fitted effect of over 65% in size
#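 AREc32 cells carrying an ARE-driven firefly luciferase, 1000 cells/well in OPTI-MEM with 5% FBS, dosed after overnight attachment and incubated 24 hr at 37 deg C. Steady-Glo luminescence read after 30 min at RT.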
# S2 tox = reduces viability in counter-screen for ATXN expression inhibitors. AID 651635. Potency, µM (titrated, usually from 56.7 µM), usual class: cytotoxic. 0.49% of 400,000 active. S2 cells (HEK-293 line with an ATXN2-luciferase reporter) viability, CellTiter-Fluor protease fluorescence, 24 h; also: nearly all actives have a fitted effect of over 40% in size
# A549 viability = kills or reduces viability of A549 cells in Nrf2 counter-screen | A549 ARE-Fluc cells, CellTiter-Fluor viability, 18-24 h | Potency, µM (doses to about 46 µM), for the others: at the highest dose activity change, negative = cytotoxicity, most hits filed as inhibitors | 0.16% of 390,000 active | AID 504648; also: % is scaled to controls: 0 for no effect and ±100 for the full control effect
#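 A549 ARE_Fluc cells in 5% FBS OPTI-MEM were exposed to compounds in concentration-response for 18-24 h at 37 deg C. Viability was read by CellTiter-Fluor fluorescence (Ex 405/Em 525) after 30 min, before the luciferase read.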
# EPAC2 antag = EPAC2 (human) antagonism; EPAC2 GEF exchange of Rap1B-BODIPY-GDP, fluorescence; AID 720708; Potency, µM (series often up to 114 µM), for the others: at the highest dose activity, negative = inhibition, most hits filed as inhibitors; 0.18% of 360,000 active; also: % is scaled to controls: 0 for no effect and ±100 for the full control effect; nearly all actives have a fitted effect of over 45% in size; many of its hits are not listed in these tables
# Target sequence (Q8WZA2 whole entry, looked up): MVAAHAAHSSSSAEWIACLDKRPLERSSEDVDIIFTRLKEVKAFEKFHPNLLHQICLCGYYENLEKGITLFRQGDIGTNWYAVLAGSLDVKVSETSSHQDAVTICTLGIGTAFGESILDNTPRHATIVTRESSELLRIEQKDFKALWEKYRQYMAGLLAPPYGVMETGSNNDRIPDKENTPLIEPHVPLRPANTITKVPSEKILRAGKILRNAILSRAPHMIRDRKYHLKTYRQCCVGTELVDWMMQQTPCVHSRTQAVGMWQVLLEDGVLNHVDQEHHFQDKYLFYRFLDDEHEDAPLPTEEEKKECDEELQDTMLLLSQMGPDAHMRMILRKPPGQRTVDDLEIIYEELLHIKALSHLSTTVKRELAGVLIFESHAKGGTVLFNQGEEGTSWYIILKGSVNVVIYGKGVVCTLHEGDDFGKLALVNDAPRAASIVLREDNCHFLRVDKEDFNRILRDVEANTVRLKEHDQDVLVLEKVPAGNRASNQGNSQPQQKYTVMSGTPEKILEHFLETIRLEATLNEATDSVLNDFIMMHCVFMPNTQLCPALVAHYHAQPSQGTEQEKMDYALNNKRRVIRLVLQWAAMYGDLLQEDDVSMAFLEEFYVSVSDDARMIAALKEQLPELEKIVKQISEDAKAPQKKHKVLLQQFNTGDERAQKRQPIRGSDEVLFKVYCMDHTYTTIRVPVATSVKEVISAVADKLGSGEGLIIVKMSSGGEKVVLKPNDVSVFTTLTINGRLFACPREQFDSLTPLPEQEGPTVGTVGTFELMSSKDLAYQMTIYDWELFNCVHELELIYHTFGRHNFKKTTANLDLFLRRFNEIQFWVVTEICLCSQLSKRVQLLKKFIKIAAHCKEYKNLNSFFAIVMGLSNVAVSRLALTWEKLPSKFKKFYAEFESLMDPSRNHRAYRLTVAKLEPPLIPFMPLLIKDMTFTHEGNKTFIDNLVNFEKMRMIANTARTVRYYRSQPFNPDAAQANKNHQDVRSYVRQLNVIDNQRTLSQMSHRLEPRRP
# MCF10A rerep = induces DNA re-replication in MCF 10a normal breast cells; MCF 10A DNA re-replication, Hoechst nuclear intensity, 48 h; Potency, µM (series often up to 46.1 µM), for the others: at the top dose activity, positive = re-replication, actives largely listed as activators; 2.9% of 350,000 active; AID 624296; also: % of control where 0% means no effect; nearly all actives have a fitted effect of over 50% in size
# Nrf2 inh = Nrf2 pathway inhibition; AID 504444; A549 ARE-Fluc reporter, luciferase luminescence, 18-24 h; Potency, µM (doses to about 46 µM), for the others: at the top dose activity change, negative = inhibition, usual class: inhibitors; 2.1% of 360,000 active; also: % is scaled to controls: 0 for no effect and ±100 for the full control effect; nearly all actives have a fitted effect of over 60% in size
#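 Reporter: ARE-Fluc in A549. Exposure: 18-24 h, 37 °C, 5% CO2, 5% FBS OPTI-MEM. Readouts: fluorescent cytotoxicity (CellTiter-Fluor), then luminescent Nrf2 signal after BugLite.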
# ATXN2 expr inh = ATXN2 expression inhibition; HEK-293 ATXN2-luciferase reporter, luminescence, 24 h; Potency, µM (series often up to 57 µM), for the others: at the top dose activity change, negative = inhibition, actives largely listed as inhibitors; 0.72% of 360,000 active; also: % is scaled to controls: 0 for no effect and ±100 for the full control effect; nearly all actives have a fitted effect of over 55% in size
#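 ATXN2-luciferase reporter cells (luciferase flanked by upstream and downstream ATXN2 gene portions) were treated 24 h at 37 °C with compounds at up to 57 uM. SteadyGlo luminescence gave expression; GF-AFC fluorescence gave viability.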
# The depositor's hits bear a star; i = inactive; ? = inconclusive; . = no result given; & = joins results of further samples; [ ] = dose if it differs, or a comment. Calls follow the shape of the dose curve; as a rule, active = well fitted curve in the direction sought with a large enough effect; inconclusive = small, poorly fitted or top-dose-only effect, or another doubt; inactive = no such curve, though single readings can be large; an effect the other way counts as inactive or inconclusive. Potency is read from the fitted curve at half-maximal effect.
SMILES,HepG2 tox,TGFb inhibitor,Nrf2 ARE act,S2 tox,A549 viability,EPAC2 antag,MCF10A rerep,Nrf2 inh,ATXN2 expr inh
O=c1cc(N2CCCCCC2)[nH]c(=O)n1-c1ccc(Cl)cc1,0%,-1%,0.1%,?,1%,8%,4%,7%,-4%
CS(=O)(=O)n1nc(-c2ccco2)nc1N,0%,-1%,-0.1%,i,1%,16%,-2%,-4%,4%
CCC(=NN=C(CC)c1ccccc1O)c1ccccc1O,12%,2%,8.3%,i,2%,-25%,?,14%,2%
S=c1[nH]cc(-c2ccccc2)[nH]1,1%,-5%,-0.2%,i,4%,0%,-1%,19%,.
CN(C)/C=C1/Nc2ccccc2C1=O,-9%,0%,3.3%,i,-6%,2%,-15%,-18%,5%
CCOC(=O)c1cc(C(=O)c2cccs2)n2ccc(C(C)=O)cc12,12%,8%,0.8%,i,4%,-2%,3%,26%,-4%
Cc1c(-c2csc(N)n2)c2ccccc2n1C,-6%,0%,2.3%,i,1%,-19%,27%,-11%,-12%
O=C(Cn1nc(-c2ccc(Cl)cc2)ccc1=O)NCCN1CCOCC1,-13%,2%,-0.4%,i,2%,1%,-4%,9%,1%
CSc1ccc(C(C(C(=O)c2cccs2)N2CCOCC2)N2CCOCC2)cc1 (configuration not stated),9%,15%,0.5%,i,-13%,-2%,-1%,.,-8%
O=C(NCc1ccco1)C1CC(=O)N(CCc2ccccc2)C1 (configuration not stated),2%,3%,0.0%,i,-2%,4%,1%,-1%,0%
CC(C)N(C)C(=O)C(=O)c1cccn1-c1cccc(Cl)c1C#N,18%,-8%,-0.3%,i,-14%,-2%,2%,-9%,.
C=CCN1C(=S)N[C@@H]2CS(=O)(=O)C[C@@H]21,10%,8%,-0.2%,i,-2%,5%,5%,-1%,9%
CCCCCNC(=O)N[C@H](C(=O)O)C(C)C,-3%,-6%,0.1%,i,1%,-1%,-37%[inhibitor],-2%,-17%
Cc1nn(Cc2c(Cl)cccc2Cl)c(Cl)c1/C=C/C(=O)OCC(=O)NCC(F)(F)F,1%,?,-0.3%,?,-1%,8%,-2%,-4%,?
O=C(NC1CCCC1)C(c1ccco1)N(C(=O)c1ccco1)c1ccccc1 (configuration not stated),24%,11%,-0.3%,i,?,-15%,2%,?,-7%
CCOc1ccc2nc(NS(=O)(=O)c3ccc4c(c3)n(C)c(=O)n4C)sc2c1,1%,1%,-0.7%,i,0%,6%,?,10%,17%
Cc1nc2cc3nc(C)sc3cc2s1,-28%,-6%,0.9%,i,-2%,1%,-1%,.,10%
COc1ccc(N=Nc2cnc(C)nc2-c2ccccc2)cc1,1%,0%,-0.4%,i,-11%,-2%,5%,.,7%
CCc1cccc(NC(=O)CCCN2C(=O)C(c3ccccc3)Oc3cccnc32)c1 (configuration not stated),-10%,1%,-0.4%,i,-14%,-12%,-2%,?,-13%
CCOC(=O)c1cc2c3ccccc3n(CC)c2nc1N,-4%,-3%,0.9%,i,-5%,-3%,15%,-3%,-18%
O=C(C[C@@H]1C/C=C\C[C@H](NC(=O)OCC2c3ccccc3-c3ccccc32)C(=O)OC[C@@H]2CCCN2C1=O)NCCO,-2%,-2%,-0.2%,i,5%,-13%,0%,2%,-11%
CCOC(=O)N1CCc2c(sc3c2c(=O)n(CCc2ccccc2)c(=O)n3CC(=O)Nc2cccc(C)c2)C1,-26%,-2%,0.2%,.,4%,.,.,6%,.
CCOc1ccc(-c2c(C(=O)N/N=C/c3cccs3)nnn2-c2nonc2N)cc1,-23%,-30%,1.4%,i,1%,-7%,?,12µM*,-16%
CCC(c1nnnn1-c1ccc2c(c1)OCCO2)N1CCN(CC)CC1 (configuration not stated),.,.,-0.3%,i,.,2%,.,.,5%
O=c1c2cc3c(nc2ncn1Cc1ccc(Cl)cc1)CCCC3,0%,1%,1.2%,?,-2%,.,.,.,0%
# Other records follow.
SMILES,HepG2 tox,TGFb inhibitor,Nrf2 ARE act,S2 tox,A549 viability,EPAC2 antag,MCF10A rerep,Nrf2 inh,ATXN2 expr inh
N#C/C(=C/Nc1ccccc1C(=O)O)C(N)=O,36%,20%,-0.8%,i,-11%,-4%,-1%,-16%,.
Cc1ccn2c(=O)c(C(=O)NCCc3ccccc3)c(O)nc2c1,-6%,-1%,0.0%,i,2%,.,.,?,9%
COCC1CCN(C(=O)C2CCC(=O)N(CC3CCCCC3)C2)CC1 (configuration not stated),1%,9%,-0.4%,i,1%,2%,-1%,0%,4%
CCC1CN(C(=O)N2CCC(C(=O)Nc3ccccc3F)CC2)c2ccccc2O1 (configuration not stated),0%&-22%,?,-0.1%&3.4%,i,2%&-1%,-3%,3%,1%&11%,-10%
N#Cc1nc(COc2ccc(Cl)cc2Cl)oc1N1CCN(c2ccccc2)CC1,4%,-1%,0.1%,i,0%,4%,-1%,.,9%
COC(CNC(=O)c1ccc2c(c1)nc(C)n2-c1ccc(F)c(F)c1)OC,19%,?,-0.2%,i,4%,-3%,-3%,7%,-1%
O=C(O)c1cccc2c1Oc1ccccc1S2(=O)=O,1%,1%,0.5%,i,2%,13%,-1%,23%,-9%
O=C(CCCn1c(SCc2cc(=O)n3cc(Cl)ccc3n2)nc2ccccc2c1=O)NCC1CCCO1 (configuration not stated),23%,-2%,-0.3%,i,14%,3%,0%,2%,.
CC(C)(C)SCCNC(=O)c1ccc(CN2CCc3ccccc3C2)cc1,-11%,-3%,5.2%,i,-1%,-13%,15%,?,19%
CC[C@@]12C(=O)N(c3ccc(C)cc3)C(=O)N1[C@H](c1ccc(OC)cc1)[C@@H]1C(=O)N(C(C)(C)C)C(=O)[C@@H]12,-2%,-25%,-0.3%,i,-5%,-14%,-6%,11%,11%
Cn1nc(C(=O)Nc2ccc(Br)cc2)cc1C(=O)Nc1ccc(Br)cc1,-18%,-1%,2.3%,.,2%,-10%,-2%,15%,4%
CCC(=O)Nc1cc(=O)[nH]c2ncnn12,-18%,2%,-0.1%,i,-2%,-3%,0%,5%,0%
COc1cc(Cl)c(C)cc1NC(C)C(=O)Nc1cc(C(F)(F)F)ccc1N1CCOCC1 (configuration not stated),-1%,?,1.0%,i,-1%,-9%,?,-23%,-6%
COc1ccc(-c2nnn(CC(=O)N(Cc3ccccc3Cl)C(C(=O)NCC3CCCO3)c3ccco3)n2)cc1 (configuration not stated),-1%,?,0.2%,i,-1%,-4%[57.1 µM],-1%,-4%,-4%
COc1cc(-c2cc(C(=O)NCc3ccco3)c3ccccc3n2)cc(OC)c1OC,-44%,-26%,8.2%,i,14%,-4%,-8%,-29%,2%
CN(CCc1ccccn1)C(=O)c1cccnc1Oc1ccc(Cl)cc1,16%,-1%,-0.9%,i,-5%,8%,3%,?,-25%
CCOc1ccc(CCN2C(=O)c3ccc(C(=O)O)cc3C2=O)cc1OCC,-5%,-3%,-0.3%,i,-2%,0%,8%,9%,4%
CCN1CCN(C/C(C)=C/c2ccccc2)CC1,-4%,?,0.3%,i,-5%,5%,0%,-23%,21%
COc1ccc(OC)c(NC(=O)c2cc(S(=O)(=O)N(C)C)ccc2N2CCCC2)c1,8%,2%,-0.4%,i,10%,4%,1%,1%,4%
O=C(NCc1nnc(SCC(=O)N2CCCCC2)o1)c1c(F)cccc1Cl,2%,-4%,0.0%,i,-2%,9%,1%,-9%,0%
COc1ccc(C(=O)NC2CCN(C(=S)Nc3cccc(C)c3C)CC2)cc1,8%,-10%,0.3%,?,-8%,4%,-1%,5%,3%
O=C(Nc1nnc(/N=C/c2ccco2)s1)c1ccc(F)cc1,-50%,3%,0.3%,i,-2%,10%,0%,21%,17%
CC(C(=O)N1CCCCCC1)c1ccc([N+](=O)[O-])cc1 (configuration not stated),-14%,-23%,-0.5%,.,-14%,6%,-5%,-27%,.
Cc1cc(O)cc(O)c1C(=O)Cc1cnn(-c2ccccc2)c1,-3%,-18%,0.0%,i,-15%,-5%,?,-47%,6%
Cc1ccccc1-n1c(C)cc(/C=C2\NC(=O)NC2=O)c1C,-14%,15%,4.1%,i,-2%,-1%,26µM*,?,62%[activator]

# Gathered by group: the compounds so far containing a cyano group
SMILES,HepG2 tox,TGFb inhibitor,Nrf2 ARE act,S2 tox,A549 viability,EPAC2 antag,MCF10A rerep,Nrf2 inh,ATXN2 expr inh
CC(C)N(C)C(=O)C(=O)c1cccn1-c1cccc(Cl)c1C#N,18%,-8%,-0.3%,i,-14%,-2%,2%,-9%,.
N#C/C(=C/Nc1ccccc1C(=O)O)C(N)=O,36%,20%,-0.8%,i,-11%,-4%,-1%,-16%,.
N#Cc1nc(COc2ccc(Cl)cc2Cl)oc1N1CCN(c2ccccc2)CC1,4%,-1%,0.1%,i,0%,4%,-1%,.,9%

# Additional entries
SMILES,HepG2 tox,TGFb inhibitor,Nrf2 ARE act,S2 tox,A549 viability,EPAC2 antag,MCF10A rerep,Nrf2 inh,ATXN2 expr inh
Cc1occc1C(=O)Nc1c(F)c(F)c(F)c(F)c1F,1%,0%,-0.7%,i,2%,6%,-6%,?,-8%
Cc1ccccc1C(=O)N1CCC(C(=O)Nc2ccc(C)c(S(=O)(=O)N3CCCCC3)c2)CC1,-37%,?,-1.2%,i,?,-10%,-4%,?,?
CN(C)C(=O)COC(=O)c1cccnc1Nc1ccccc1F,-9%,3%,0.6%,i,-1%,11%,15%,11%,20%
CC(C)(C)NC(=O)C[C@H]1C[C@H](C(=O)N2CCCCC2)[C@@]2(C)c3[nH]c4ccc(Cl)cc4c3CCN2C1=O,-28%,?,-0.4%,?,?,-4%,?,16µM*,0%
C=CCn1c(CCNC(=O)c2ccc(Cl)c(Cl)c2)nnc1SCCOc1ccc(OC)cc1,1%,?,5.3%,i,?,-10%,21µM*,?,-17%
Cn1c(CC(=O)Nc2ccccc2)n[nH]c1=S,4%,5%,-0.2%,i,1%,-4%,-2%,-17%,3%
O=C1CN(C(=O)C2CCCC2)CCN1,7%,?,-0.1%,i,-5%,10%,-1%,2%,12%
COc1ccc(C(=O)Nc2ccccc2C(=O)N2CCOCC2)cc1OC,-5%,-26%,-0.1%,i,-2%,4%,-1%,3%,3%
CCCc1cc(CN(C)C(=O)c2ccc(OC3CCN(C(C)=O)CC3)c(OC)c2)[nH]n1,-3%,10%,-0.2%,i,.,?,.,.,.

# Not all compounds are listed, so the mix of outcomes need not match the whole.
